Screening data: PubChem, Johns Hopkins Ion Channel Center
CHT inh: inhibitors of human choline transporter CHT | hit rate 0.86% among 310,000 | CHT-expressing cells, membrane potential dye, choline response; stronger effect = lower value | B-score at 10 µM;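 active means B-score over 3 SD under the library average, and starting fluorescence ratio not unusually high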;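 further: choline stimulus applied at its EC90 after an EC20 pre-addition; B-score computed on integrated fluorescence ratio after choline addition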
KCNQ2 block: KCNQ2 potassium channel inhibitors, primary screen, cell-based, CHO-K1, FluxOR thallium flux, B-score (AID 2156) | Potassium voltage-gated channel subfamily KQT member 2 (Rattus norvegicus), O88943 | 20 min; stronger effect = lower value | B-score at 10 µM | hit rate 1.1% among 310,000;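 active means fluorescence ratio B-score at most minus 3 library SDs, with starting brightness B-score within 2 library SDs, cut at about -5.5 in these data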
Target sequence (O88943 whole entry, looked up): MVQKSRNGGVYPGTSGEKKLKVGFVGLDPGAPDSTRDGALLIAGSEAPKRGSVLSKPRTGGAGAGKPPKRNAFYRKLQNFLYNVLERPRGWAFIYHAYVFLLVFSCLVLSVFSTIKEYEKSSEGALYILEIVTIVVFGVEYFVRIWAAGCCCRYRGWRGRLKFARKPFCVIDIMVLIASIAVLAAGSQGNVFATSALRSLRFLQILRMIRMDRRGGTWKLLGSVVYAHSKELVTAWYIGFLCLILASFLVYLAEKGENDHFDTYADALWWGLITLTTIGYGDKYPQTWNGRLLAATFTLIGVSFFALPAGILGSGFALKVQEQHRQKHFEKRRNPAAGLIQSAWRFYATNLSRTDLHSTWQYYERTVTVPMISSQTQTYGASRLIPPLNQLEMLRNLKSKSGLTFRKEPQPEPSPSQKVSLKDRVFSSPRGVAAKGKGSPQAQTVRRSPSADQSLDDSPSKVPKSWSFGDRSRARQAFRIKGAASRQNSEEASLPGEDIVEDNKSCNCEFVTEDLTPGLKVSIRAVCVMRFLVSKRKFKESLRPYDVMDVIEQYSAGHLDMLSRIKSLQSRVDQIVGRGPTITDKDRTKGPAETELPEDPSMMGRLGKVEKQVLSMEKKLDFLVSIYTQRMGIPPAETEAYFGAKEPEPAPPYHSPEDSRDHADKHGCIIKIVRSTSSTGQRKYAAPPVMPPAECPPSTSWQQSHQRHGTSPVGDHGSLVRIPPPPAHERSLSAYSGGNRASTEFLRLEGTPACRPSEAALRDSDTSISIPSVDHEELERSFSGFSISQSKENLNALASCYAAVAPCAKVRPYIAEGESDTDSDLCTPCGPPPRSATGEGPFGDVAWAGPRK
Numbers without * were called inactive; i = inactive; . = no result given; ! = a repeat was not active. Some of the compounds tested; count on the stated rates, not on these rows.

SMILES	CHT inh	KCNQ2 block
COc1ccc2[nH]cc(CCN=C(N)N)c2c1	i	i
Cc1ccc(-n2c(/C=C/c3ccccn3)nc3ccccc3c2=O)cc1	.	i
Brc1ccc2[nH]cc(/C=N/N3CCCCC3)c2c1	i	i
CC12CN3CCN(CC(C3)/C1=N/NC(N)=O)C2	i	i
CC(=NCc1ccco1)c1c(O)n(-c2ccccc2)c(=O)[nH]c1=O	i	i
CCOc1ccc(C2C(C#N)=C(N)Oc3c2c(=O)oc2ccccc32)cc1 (stereo not given)	i	i
COC(=O)C1=C(c2ccc(S(C)(=O)=O)cc2)C[C@@H]2CC[C@H]1N2C(=O)NC1CCCCC1	i	i
O=C1CN(O)C(c2ccccc2)=c2cc(Br)ccc2=N1	i	i
COc1ccc(OCC(=O)N2CCN(Cc3ccc(SC)cc3)CC2)cc1	i	i
O=C(c1ccccc1F)c1cn(CC(=O)N2CCCC2)c2ccccc12	i	i
CCN1CC2([N+](=O)[O-])CC=C(Cl)C([N+](=O)[O-])(C1)C2 (stereo not given)	i	i
CCCCn1c(N)c(C(=O)OCC2CCCO2)c2nc3ccccc3nc21 (stereo not given)	i	i
CN(C)C(=O)Oc1cccc(-c2cn3cc(Cl)ccc3n2)c1	i	i
COc1ccc(C(=O)C2CCCN(Cc3cnc(C)s3)C2)c(OC)c1 (stereo not given)	i	i
CC(C)N1CCN(Cc2cc3c(cc2Cl)OCO3)CC1CCO (stereo not given)	i	i
COCCNCCOc1ccc(C(C)(C)c2ccccc2)cc1	i	i
O=C(OCC(=O)c1ccc([N+](=O)[O-])cc1)/C(=C\c1ccc(Cl)cc1)NC(=O)c1ccccc1	i	i
ON1C2CCCCC2N(O)C1c1ccccc1F (stereo not given)	i	i
O=C(c1ccc2c(c1)N(Cc1ccc(F)cc1)CCS2)N1CCC2(CC1)OCCO2	i	i
N[C@@]1(C(=O)O)CC[C@@H](C(=O)O)C1	i	.
CCCCn1c(O)c(C(C)=NCc2cc(OC)cc(OC)c2)c(=O)[nH]c1=O	i	i
COc1cc2c(cc1OC)CN(c1ccc([N+](=O)[O-])c(C(F)(F)F)c1)CC2	i	i
Cc1ccc(N2C(=O)NC(=O)/C(=C/C=C/c3ccco3)C2=O)cc1	i	i
Cc1cccc(N2C(=O)NC(=O)/C(=C\C=C\c3ccco3)C2=O)c1	i	i
C=Cn1ccnc1P(=S)(c1c(C)nn(-c2ccccc2)c1C)c1nccn1C=C	i	i

One compound at a time (already shown). Values in the order: CHT inh | KCNQ2 block
`O=C(OCC(=O)c1ccc([N+](=O)[O-])cc1)/C(=C\c1ccc(Cl)cc1)NC(=O)c1ccccc1` across the screens: i | i
`Cc1ccc(-n2c(/C=C/c3ccccn3)nc3ccccc3c2=O)cc1` across the screens: . | i
`N[C@@]1(C(=O)O)CC[C@@H](C(=O)O)C1` across the screens: i | .

The list continues:
SMILES	CHT inh	KCNQ2 block
CCOC(=O)C1CCN(C(C)C(=O)c2c(C)[nH]c3cc(C)ccc23)CC1 (stereo not given)	i	.
CCC(=NCc1cccnc1)c1c(O)n(-c2ccccc2)c(=O)[nH]c1=O	i	i
c1ccc(CN2CCN(Cc3ccc4ccccc4c3)CC2)cc1	i	i
Cc1cccc(N2C(=O)NC(=O)/C(=C\c3cccn3-c3ccc(Cl)cc3)C2=O)c1	i	i
C[C@]12CCC(=O)C(O)=C1CC[C@@H]1[C@@H]2CC[C@]2(C)C(=O)CC[C@@H]12	i	i
Cc1nn(Cc2ccccc2Cl)c(Cl)c1C(=O)OC(C(=O)NC(N)=O)C(C)C (stereo not given)	i	i
CN1C(=O)C(=Cc2ccccc2OS(=O)(=O)c2ccccc2)C(=O)N(C)C1=O	i	i
CN1CCN(c2ccc(NC(=O)C(C)(C)C)cc2)CC1	i	i
O=[N+]([O-])c1cc(S(=O)(=O)c2ccc(O)c([N+](=O)[O-])c2)ccc1O	i	i
CC1=CC(=O)C2=C(C)C[C@H](O)[C@@H]3[C@H](OC(=O)[C@H]3C)[C@@H]12	i	.
CCOC(=O)c1sc(/N=C/c2c(O)n(-c3ccccc3)c(=O)[nH]c2=O)c(C#N)c1C	i	i
O=C(CN1CCCC1)Nc1ccc(Cl)cc1C(=O)c1ccccc1	i	i
COc1ccc(N=C(C)c2c(O)n(C)c(=O)n(C)c2=O)c(OC)c1	i	i
CN1CCC(N(C)Cc2cccnc2)CC1	i	i
CCC(C)N1Cc2ccccc2C1=N (stereo not given)	i	i
CCN1CCN(S(=O)(=O)c2ccc(Cl)c(C(=O)Nc3ccc(C(=O)N(CC)CC)cc3)c2)CC1	i	i
CCOP(=O)(OCC)C(NC(=O)CC(C)C)C(Cl)(Cl)Cl (stereo not given)	i	i
CNCC(O)c1ccc(O)cc1 (stereo not given)	i	i
O=C1CN=C(c2ccccc2)c2oc3ccc(Br)cc3c2N1	i	i
CC(C)(C)C(O)C(Oc1ccc(Cl)cc1)n1cncn1 (stereo not given)	i	i
COc1ccc(-n2c(/C=C/c3ccc(O)c(OC)c3)nc3ccccc3c2=O)cc1	i	i
Cc1nc2c(c(=O)[nH]1)C(c1ccccc1Cl)c1c(c3ccccc3oc1=O)O2 (stereo not given)	i	i
Cc1nn(Cc2ccccc2Cl)c(C)c1C(=O)OCC(=O)NC1CCCC(C)C1C (stereo not given)	i	i
CCn1c(=O)n(CC(=O)N2CCC3(CC2)OCCO3)c(=O)c2ccccc21	i	i
CCOC(=O)c1ccc(N2C(=O)CC(N3CCC(C#N)(c4ccccc4)CC3)C2=O)cc1 (stereo not given)	i	i

Compounds listed so far containing fluorine (four):
SMILES	CHT inh	KCNQ2 block
O=C(c1ccccc1F)c1cn(CC(=O)N2CCCC2)c2ccccc12	i	i
ON1C2CCCCC2N(O)C1c1ccccc1F (stereo not given)	i	i
O=C(c1ccc2c(c1)N(Cc1ccc(F)cc1)CCS2)N1CCC2(CC1)OCCO2	i	i
COc1cc2c(cc1OC)CN(c1ccc([N+](=O)[O-])c(C(F)(F)F)c1)CC2	i	i

New compounds follow.
SMILES	CHT inh	KCNQ2 block
Cc1cccc(N2C(=O)NC(=O)/C(=C\c3cc(C)n(-c4sc5c(c4C#N)CCCC5)c3C)C2=O)c1C	i	i
CCN1c2nc3c(C)cccn3c(=O)c2CC2(C(=O)N(C)C(=O)N(C)C2=O)C1C (stereo not given)	i	i
CSCc1nnc2n1-c1ccc(Cl)cc1C(c1ccccc1)=NC2	i	i
CN(C(=O)Oc1ccc(Cl)c2cccnc12)c1ccccc1	i	i
Cc1cc(/C=C2/C(=O)NC(=O)N(c3ccccc3)C2=O)c(C)n1-c1ccc(F)cc1	i	i
O=C(CN1CCCC1=O)NCCc1ccccc1	i	i
CCOC(=O)c1cncn1C(C)c1ccccc1 (stereo not given)	i	i
COc1cccc(C2(O)CCN(Cc3ccncc3)CC2)c1	i	i
C[N+](C)(C)CC(=O)O	i	.
Cc1ccc(S(=O)(=O)NC(Cc2cnc[nH]2)C(=O)O)cc1 (stereo not given)	i	i
CCCCn1c(=O)c(C(=O)NCc2ccccc2Cl)c(O)c2ccccc21	i	i
CC(=NCCCn1ccnc1)c1c(O)n(-c2ccccc2)c(=O)[nH]c1=O	i	i
O=c1c2ccc(Cl)cc2[nH]c(=S)n1-c1cccnc1	i	i
C[N+]1(C)CCc2cc3c(cc2[C@H]1[C@@H]1OC(=O)c2c1ccc1c2OCO1)OCO3	i	i
CCN(CC)CCN1Cc2ccccc2C1=N	i	i
CC(C)[C@H]1C(=O)N2CCC[C@H]2[C@]2(O)O[C@](NC(=O)[C@@H]3C=C4c5cccc6[nH]cc(c56)C[C@H]4N(C)C3)(C(C)C)C(=O)N12	i	.
C/C(=N\Nc1ccccc1)c1c(O)n(C)c(=O)n(C)c1=O	i	i
COc1ccc(C(=O)N2CCCC2=O)cc1	i	i
CC(C)OCC(O)CN1CC2C[C@@H](C1)Cn1c2cccc1=O (stereo not given in full)	i	i
CN1/C(=C\C=C\C2=[N+](C)c3ccc4ccccc4c3C2(C)C)C(C)(C)c2ccccc21	i	.
O=c1c2ccccc2nc(CN2CCOCC2)n1-c1ccccc1F	i	i
CCOc1cc(C2NCc3ccccc3-n3cccc32)ccc1O (stereo not given)	i	i
Cc1ccnc(-n2c(C)cc(C=C3C(=O)N(C)C(=S)N(C)C3=O)c2C)c1	i	i
Cc1ccc(N)c(C(=O)c2ccc(Br)cc2)c1	-5.1*	i
Nc1c2c(nc3ccccc13)CCN(Cc1ccccc1)C2	i	i

Next part:
SMILES	CHT inh	KCNQ2 block
CCc1sc(C(=O)N2CCC3(CC2)OCCO3)cc1Br	i	i
C=CCN1C(=O)NC(=O)/C(=C/c2ccc(OCC(=O)Nc3ccc(C)cc3)cc2)C1=O	i	i
CCc1ccc(CN2CCN(C(=O)Cc3ccccc3)CC2)cc1	i	i
CCC12CN3CC(CC)(CN(C1)C3c1cccnc1)C2=O (stereo not given)	i	i
Cc1cc(/C=C2\C(=O)NC(=O)N(c3ccc(Cl)cc3)C2=O)c(C)n1-c1sc2c(c1C#N)CCCC2	i	i
O=C1NC(=S)NC(=O)C1=Cc1ccc(OCC(=O)N2CCCC2)cc1	i	i
COC(=O)c1ccccc1NC(=O)N1C[C@@H]2C[C@@H](C1)c1cccc(=O)n1C2	i	i
CCN1C(=O)C(=C2C=C(C)OC(C)=C2)C(=O)N(CC)C1=S	i	i
COC(=O)C1=C(N)Oc2c(c(=O)oc3ccccc23)C1c1cccnc1 (stereo not given)	i	i
CC(C)(C)NC(=S)N1CCn2cccc2C1c1cccnc1 (stereo not given)	i	i
COc1ccccc1N1CCN(Cc2cccc(OC)c2O)CC1	i	i
CCOC(=O)C1C(=O)NC2(C)CC1c1cc(OC)ccc1O2 (stereo not given)	i	i
CCNc1ccc(P(=S)(N(C)C)N(C)C)cc1	i	i
COc1ccc(-c2nn(CCC#N)cc2C(=O)O)cc1	i	i
CCN(CC)c1ccc(C=C2C(=O)NC(=S)NC2=O)cc1	i	i
C=C(C)CN1CC[C@]23c4c5ccc(O)c4O[C@H]2c2[nH]c4ccccc4c2C[C@@]3(O)C1C5	-5.3*	i
C=CCN1C(=O)NC(=O)/C(=C\c2ccc(-c3ccccc3[N+](=O)[O-])o2)C1=O	i	i
CCOC(=O)c1c(C)[nH]c(C(=O)C(C)N2CCCC2)c1C (stereo not given)	i	i
CN1C[C@H](CO)C[C@@H]2c3cccc4[nH]cc(c34)C[C@H]21	i	i
Cc1ccc(Cl)cc1-n1c(O)c(C=NCCCN2CCOCC2)c(=O)[nH]c1=O	i	i
CCC(=NCCCN(CC)CC)c1c(O)n(C2CCCCC2)c(=O)[nH]c1=O	i	i
CCC(CO)NC(=O)C1C=C2c3cccc4[nH]cc(c34)CC2N(C)C1 (stereo not given)	i	i
CC(C)CCC1(CN2CCCC2=O)C(=O)NC(=O)NC1=O	i	i
C=CCN1C(=O)NC(=O)C(Cc2ccc(OC)c(OC)c2)C1=O (stereo not given)	i	i
Clc1ccc2c(c1)C(OC1CN3CCC1CC3)c1ccccc1CS2 (stereo not given)	i	i

Five compounds from above, arranged by length of the SMILES, falling.
SMILES	CHT inh	KCNQ2 block
COC(=O)c1ccccc1NC(=O)N1C[C@@H]2C[C@@H](C1)c1cccc(=O)n1C2	i	i
CN1C[C@H](CO)C[C@@H]2c3cccc4[nH]cc(c34)C[C@H]21	i	i
CCC(CO)NC(=O)C1C=C2c3cccc4[nH]cc(c34)CC2N(C)C1 (stereo not given)	i	i
O=C1NC(=S)NC(=O)C1=Cc1ccc(OCC(=O)N2CCCC2)cc1	i	i
CCNc1ccc(P(=S)(N(C)C)N(C)C)cc1	i	i

(list continues)
SMILES	CHT inh	KCNQ2 block
CC1(C)CN=C(Nc2ccc(F)c(F)c2)S1	i	i
CCc1ccc(NC(=O)C(C)OC(=O)c2c(C)nn(Cc3ccccc3)c2Cl)cc1 (stereo not given)	i	i
Cc1cccc(C)c1NC(=O)c1cccn(Cc2ccc3c(c2)OC(F)(F)O3)c1=O	i	i
COc1ccccc1N1CCN(Cc2cnc(-c3ccccc3)[nH]2)CC1	i	i
CCCCC/C(=N\O)c1c[nH]c2ccccc12	i	i
Cc1[nH]c2c(Cl)cccc2c1CCN	i	i
O=Cc1c(C(=O)O)n(Cc2ccc(Cl)cc2)c2ccccc12	i	i
Cc1ccccc1-c1nc(CS(=O)CC(=O)N2CCC3(CC2)OCCO3)c(C)o1 (stereo not given)	i	i
CCN1CCN(c2ncnc3ccc(Br)cc23)CC1	i	i
Cc1nn(Cc2c(Cl)cccc2Cl)c(Cl)c1C(=O)O	i	i
COc1ccc(/C=C/C(=O)NC(=S)N2C[C@H]3C[C@H](C2)c2cccc(=O)n2C3)cc1OC	i	i
Cc1cccc(CN2CCN(C(=O)Cc3ccccc3)CC2)c1	i	i
CCOC(=O)C1=C(N)OC(C)=C(C(=O)OCCOC)C12C(=O)Nc1ccccc12 (stereo not given)	i	i
COc1ccc(-c2nn(CCC#N)cc2C(=O)Nc2ccc(C(C)=O)cc2)cc1	i	i
O=C(Nc1ccc(Cl)cc1)N1CC2CC(C1)c1cccc(=O)n1C2 (stereo not given)	i	i
CC(=O)OCC[N+](C)(C)C	-7.5*!	i
O=C(Cn1cc(C(=O)c2ccccc2F)c2ccccc21)NC1CC1	i	i
CC[n+]1c(SC)ccc2cc(OC)ccc21	i	i
CCOP(=O)(Cc1ccccc1)OCC	i	i
CN(C)/C=C/C(=O)C(Cl)(Cl)Cl	i	i

Filtered by structure: the compounds so far containing a nitro group on carbon
SMILES	CHT inh	KCNQ2 block
CCN1CC2([N+](=O)[O-])CC=C(Cl)C([N+](=O)[O-])(C1)C2 (stereo not given)	i	i
O=C(OCC(=O)c1ccc([N+](=O)[O-])cc1)/C(=C\c1ccc(Cl)cc1)NC(=O)c1ccccc1	i	i
COc1cc2c(cc1OC)CN(c1ccc([N+](=O)[O-])c(C(F)(F)F)c1)CC2	i	i
O=[N+]([O-])c1cc(S(=O)(=O)c2ccc(O)c([N+](=O)[O-])c2)ccc1O	i	i
C=CCN1C(=O)NC(=O)/C(=C\c2ccc(-c3ccccc3[N+](=O)[O-])o2)C1=O	i	i
